Screens: PubChem, National Center for Advancing Translational Sciences (NCATS)
TDP-43 yeast inh: TDP-43 toxicity inhibition in yeast | AID 652104 | Potency, µM (series often up to 46.1 µM), for inactives: top-dose growth rescue (activation), most hits filed as activators | hit rate 1.8% among 410,000 | TDP-43 expressing yeast growth rescue, BacTiter-Glo, 24 h; also: % of control where 0% means no effect; nearly all actives have a fitted effect of over 50% in size
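Luminescence from BacTiter-Glo reports growth of TDP-43-expressing yeast after 24 hr at 30 deg C with compound. Cells were raffinose-pregrown to mid-log, then seeded in galactose medium at OD600=0.02.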
HT1080NT lethal: kills 2HG-producing HT-1080-NT fibrosarcoma cells; Potency, µM (highest dose often 46.1 µM), for inactives: top-dose activity, negative = less viability, hits mostly cytotoxic; hit rate 1.6% among 360,000; HT-1080-NT fibrosarcoma viability, CellTiter-Glo ATP luminescence, 48 h;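 also: NT is the 2HG producing partner of a matched IDH1 knockdown line; 0% = DMSO-treated cells and -100% = media-only wells without cells; nearly all actives have a fitted effect of over 55% in size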
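Viability of the 2HG-overproducing fibrosarcoma line after 48 hours of compound exposure at 37 degrees C was determined by luminescence with CellTiter-Glo, and concentration-effect curves were then fitted and categorized.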
GLP1R ag: GLP-1 receptor (human) agonism | HEK293 GLP-1R CRE-luciferase, luminescence, 4-6 h; cells express a hypersensitive GLP-1R form | Potency, µM (series often up to 45.6 µM), inactives show top-dose activation, hits mostly activators | hit rate 0.007% among 380,000; also: % of control where 0% means no effect
Target sequence (P43220 whole entry, looked up): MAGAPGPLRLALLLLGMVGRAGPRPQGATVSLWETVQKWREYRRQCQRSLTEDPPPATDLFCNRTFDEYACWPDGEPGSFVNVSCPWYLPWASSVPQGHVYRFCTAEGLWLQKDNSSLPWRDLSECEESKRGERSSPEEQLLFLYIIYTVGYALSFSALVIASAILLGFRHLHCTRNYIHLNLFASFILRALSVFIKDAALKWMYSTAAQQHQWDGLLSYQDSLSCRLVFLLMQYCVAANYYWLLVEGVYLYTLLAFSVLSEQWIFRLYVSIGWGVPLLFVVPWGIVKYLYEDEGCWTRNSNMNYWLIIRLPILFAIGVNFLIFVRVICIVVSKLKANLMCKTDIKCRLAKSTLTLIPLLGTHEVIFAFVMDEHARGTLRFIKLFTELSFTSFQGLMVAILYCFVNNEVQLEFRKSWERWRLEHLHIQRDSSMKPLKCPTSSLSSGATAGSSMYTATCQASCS
GLP1R inv ag: GLP-1 receptor (human) inverse agonism | P43220 | HEK293 GLP-1R CRE-luciferase, luminescence, 24 h; GLP-1R form is constitutively active | Potency, µM (top dose mostly 38.3 µM), without a hit: at the highest dose activity change, negative = inhibition, most hits filed as inhibitors | hit rate 1.6% among 410,000 | AID 624417; also: % is scaled to controls: 0 for no effect and ±100 for the full control effect; nearly all actives have a fitted effect of over 55% in size
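Readout was luciferase luminescence, measured 12 min after detection reagent at room temperature. Beforehand, GLP-1R reporter HEK293 cells had sat 12 h, then received compounds for 24 hr at 37 deg C.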
KB-3-1 cytotox: kills parental KB-3-1 adenocarcinoma cells; KB-3-1 viability, CellTiter-Glo ATP luminescence, 72 h; Potency, µM (highest dose often 46.1 µM), for inactives: at the top dose activity change, negative = cytotoxic, most hits filed as cytotoxic; hit rate 1.4% among 400,000; AID 1347075; also: % is scaled to controls: 0 for no effect and ±100 for the full control effect; nearly all actives have a fitted effect of over 60% in size
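Cells are dispensed, compounds pinned in, plates held at 37 °C for 72 h, then CellTiter-Glo is added and luminescence read after 10 minutes. Cell line: parental KB-3-1 in phenol-red-free DMEM, 10% FBS.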
GLP1R cytotox: cytotoxicity in counter-screen for GLP-1R inverse agonists. HEK293 cAMP-luciferase reporter cells, luminescence, 24 h. Potency, µM (highest dose often 38.3 µM), for inactives: at the top dose activity change, negative = inhibition, usual class: inhibitors. hit rate 0.13% among 410,000. AID 624418;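 also: loss of luciferase light is scored as toxicity; % is scaled to controls: 0 for no effect and ±100 for the full control effect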
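A 23 nL compound transfer followed 12 hours of cell culture at 37 deg C; exposure then lasted 24 hr. Luciferase assay detection reagent was dispensed and plates read for luminescence after a 12 min room-temperature wait.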
SW480 rereplic: DNA re-replication induction in SW480 cells; SW480 DNA re-replication, Hoechst DNA content imaging, 48 h; Potency, µM (series often up to 46.1 µM), for the others: top-dose re-replication activation, actives largely listed as activators; hit rate 1.8% among 340,000; also: % of control where 0% means no effect; nearly all actives have a fitted effect of over 55% in size
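First, 250 cells per well were seeded. Next, compound or vehicle (23 nL) was pinned in, plates sat 48 hr at 37 C. Finally Hoechst was added for 40 min before fluorescence scanning.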
KB-V1 cytotox: kills drug-selected multidrug resistant KB-V1 cells; KB-V1 MDR cells viability, CellTiter-Glo, 72 h; Potency, µM (series often up to 46.1 µM), for the others: top-dose activity change, negative = cytotoxicity, hits mostly cytotoxic; hit rate 3.4% among 400,000; also: % is scaled to controls: 0 for no effect and ±100 for the full control effect; nearly all actives have a fitted effect of over 60% in size
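Readout: CellTiter-Glo luminescence, 10 min after addition. Cells: KB-V1 MDR subline, 72 h at 37 degrees C with compound. Analysis: corrected, normalized data fitted to concentration-effect curves.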
HT1080 IDH1KD tx: toxicity to HT-1080 IDH1 knockdown cells (counter line). HT-1080 IDH1 knockdown viability, ATP luminescence, 48 h. hit rate 2% among 360,000. Potency, µM (titrated, usually from 46.1 µM), without a hit: at the highest dose activity, negative = toxicity, most hits filed as cytotoxic;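 also: 0% = DMSO wells and -100% = cell-free medium wells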
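In this qHTS, HT-1080 cells depleted of IDH1 are exposed for 48 h at 37 °C to compound titrations. Toxicity is scored from CellTiter-Glo luminescence, with DMSO as full viability and medium alone as none.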
* = called active by the depositor; u = inconclusive; x = no result given; & = joins results of further samples; [ ] = dose if it differs, or a comment. Calls follow the shape of the dose curve; as a rule, active = well fitted curve in the direction sought with a large enough effect; inconclusive = small, poorly fitted or top-dose-only effect, or another doubt; inactive = no such curve, though single readings can be large; an effect the other way counts as inactive or inconclusive. Potency is read from the fitted curve at half-maximal effect.

The first two compounds, to show the layout:
no. | SMILES | TDP-43 yeast inh | HT1080NT lethal | GLP1R ag | GLP1R inv ag | KB-3-1 cytotox | GLP1R cytotox | SW480 rereplic | KB-V1 cytotox | HT1080 IDH1KD tx
1 | N#CC1=C2SCCN2C(=O)C(C#N)C12CCCCC2 (centres undefined) | 13% | -1% | -4% | 7% | u | -1% | -13% | -13% | -1%
2 | Cc1ccc(-c2nn(-c3ccc(F)cc3)cc2C(=O)NCC(c2cccs2)N2CCOCC2)cc1 (centres undefined) | 12% | -7% | 11% | u | -11% | 1% | 23µM* | -3% | -4%

All compounds of this part (from the top)
no. | SMILES | TDP-43 yeast inh | HT1080NT lethal | GLP1R ag | GLP1R inv ag | KB-3-1 cytotox | GLP1R cytotox | SW480 rereplic | KB-V1 cytotox | HT1080 IDH1KD tx
1 | N#CC1=C2SCCN2C(=O)C(C#N)C12CCCCC2 (centres undefined) | 13% | -1% | -4% | 7% | u | -1% | -13% | -13% | -1%
2 | Cc1ccc(-c2nn(-c3ccc(F)cc3)cc2C(=O)NCC(c2cccs2)N2CCOCC2)cc1 (centres undefined) | 12% | -7% | 11% | u | -11% | 1% | 23µM* | -3% | -4%
3 | COc1ccc(NC(=O)c2ccc(C(=O)Nc3ccc(OC)cc3OC)cc2)c(OC)c1 | -5% | 12% | 8% | 9% | 4% | 5% | 5.2µM* | 19% | 5%
4 | COc1cccc(NC(=O)c2ccc(-n3cccn3)nc2)c1 | -17% | -29% | 17% | 2% | u | -15% | 0% | u | 21%
5 | CCNC(=O)C1CCCN(c2nn3cc(-c4ccc(C)cc4)nc3s2)C1 (centres undefined) | 4% | x | x | -53% | 6% | 10% | x | -18% | x
6 | CC(C)N(C(=O)[C@H]1C[C@H](CC(=O)NCCN2CCOCC2)C(=O)N2CCc3c([nH]c4ccc(Cl)cc34)[C@]12C)C(C)C | 19% | -15% | 6% | -7% | 2% | -6% | 1% | 15% | -10%
7 | COc1cc2c(cc1NC(=O)c1cccc(F)c1)CCCC2 | u | 6% | 14% | u | -11% | 6% | 7% | 23µM* | 6%
8 | CCC(Sc1nnc(C)s1)C(=O)Nc1nccs1 (centres undefined) | -27% | 0% | -11% | 13% | -1% | -4% | -15% | -8% | -6%
9 | COc1ccccc1-c1c(C)oc2cc(OC(=O)c3ccco3)ccc2c1=O | 0% | 0% | -5% | 4% | u | -2% | 2% | u | 1%
10 | COc1cccc(OCc2cc(C(=O)N3CCCC3c3ccccn3)no2)c1 (centres undefined) | 25% | 1% | -7% | -8% | -1% | 20% | 0% | u | 2%
11 | COc1ccccc1CNC(=O)C(=O)NCC1CCCN1S(=O)(=O)c1cccs1 (centres undefined) | 5% | 2% | -1% | 5% | 24% | 14% | -3% | u | 0%
12 | COc1ccc(NC(=O)CN(C)C(=O)CSCc2c(C)noc2C)cc1 | 15% | 1% | -1% | 7% | -9% | 19% | 5% | u | -1%
13 | CCCc1nc(SCC(=O)NC2CC2)c2c(C)c(C)sc2n1 | -4% | -7% | 8% | 4% | -6% | 9% | -18% | -26% | 9%
14 | Cc1cc2nn(-c3ccc(F)cc3)nc2cc1NC(=O)c1cccc2c(Cl)cccc12 | 16% | x | x | 0% | 4% | 1% | x | 30% | x
15 | CCOC(=O)c1[nH]c2ccc(OC)cc2c1C | u | 13% | 11% | -3% | -3% | -8% | -7% | -2% | 12%
16 | CCOC(=O)C1=C(C)NC(C)=C(C(=O)OCC)C1C(=O)OCC(=O)N1CCC(C)CC1 | -7%&3% | -4%&11% | 2%&-3% | 11%&-20% | 3%&12% | -3%&-23% | 18%&2% | -1%&-4% | -5%&16%
17 | O=C(CNC(=O)c1sc2ccccc2c1Cl)NCc1cccnc1 | -30%[inhibitor] | 0% | 14% | 12% | x | 13% | 3% | x | -2%
18 | O=C(NC1=NCCS1)c1cccc(F)c1 | u | 8% | 8% | 2% | -1% | 0% | u | -4% | 19%
19 | O=C(O)c1ccc(N2CCN(C(c3ccccc3)c3ccccc3)CC2)c([N+](=O)[O-])c1 | 11µM* | -6% | -5% | -13% | 1% | 10% | -11% | 9% | -2%
20 | CN(C)c1ccc(/C=C2\NC(=S)N(Cc3ccccc3)C2=O)cc1 | 1% | -9% | 5% | u | 17% | u | 10% | u | -15%
21 | CC(Sc1nccn1C)C(=O)Nc1ccccc1 (centres undefined) | 13% | 5% | 1% | 1% | -11% | 0% | u | -15% | 22%
22 | CCn1c(=O)c2ccccc2n(Cc2ccc([N+](=O)[O-])cc2)c1=O | 16% | -6% | 8% | 4% | 0% | 1% | -6% | -6% | -21%
23 | COc1ccc(C(=O)COC(=O)CCNS(=O)(=O)c2ccc(NC(C)=O)cc2)c(OC)c1 | 27% | 0% | -1% | 9% | 2% | -6% | -2% | 0% | 0%
24 | COc1ccc(C(=O)Nc2ccc3c(c2)OCCO3)cc1[N+](=O)[O-] | -18% | -19% | 14% | 25% | -16% | -13% | 4% | -4% | -23%
25 | O=C(CCc1ccc(S(=O)(=O)N2CCOCC2)cc1)Nc1ccc2c(c1)OCCO2 | 3% | 6% | 6% | -3% | 12% | 5% | -2% | u | -1%

A few values from the results shown:
Reading for `N#CC1=C2SCCN2C(=O)C(C#N)C12CCCCC2` (centres undefined) under TDP-43 yeast inh: 13%
Reading for `COc1ccc(NC(=O)c2ccc(C(=O)Nc3ccc(OC)cc3OC)cc2)c(OC)c1` under KB-3-1 cytotox: 4%

Other entries follow:
no. | SMILES | TDP-43 yeast inh | HT1080NT lethal | GLP1R ag | GLP1R inv ag | KB-3-1 cytotox | GLP1R cytotox | SW480 rereplic | KB-V1 cytotox | HT1080 IDH1KD tx
26 | C/C(=N/OCO/N=C(\C)c1ccccc1)c1ccccc1 | 24% | -11% | -4% | 3% | -18% | 24% | -3% | -28% | -28%
27 | O=C(Nc1ccc([N+](=O)[O-])cc1NC(=O)c1ccccc1)c1ccccc1 | -5% | 10% | 7% | -2% | 11% | -8% | -8% | u | -5%
28 | C#CCOCCOCCOCCNc1nc(N2CCN(C(=O)CCCCCCCCCCNC(=O)[C@H](CCCCN)n3cc(C[C@@H](C)CC)nn3)CC2)nc(N2CCN(C(=O)CCCCCCCCCCNC(=O)[C@@H]([C@H](C)O)n3cc(C)nn3)CC2)n1 | 32% | u | -14% | u | u | u | 20%[9.22 µM] | 9.2µM* | u
29 | Cc1cc(C)cc(NC(=O)N2CCC(N3CCCCC3)CC2)c1 | 28% | x | x | 10% | 1% | -6% | x | 5% | x
30 | O=C(CCCn1c(=S)[nH]c2ccccc2c1=O)NC1CCCC1 | -16% | -8% | 2% | 8% | 0% | 7% | 0% | -21% | -4%
31 | CCS(=O)(=O)N1CCc2cc(C(=O)Nc3cc(C)cc(C)c3)ccc21 | 6% | x | x | u | -14% | -18% | x | u | x
32 | COCCNC(=O)C1(C)CCCN(Cc2cc(C(F)(F)F)ccc2Cl)C1 (centres undefined) | 0% | -1% | 21% | -15% | 0% | 0% | x | 2% | -4%
33 | COc1ccc(C2=CC(=O)CC(C)(C)C2)cc1 | u | 27% | -4% | -11% | 1% | 0% | -4% | 7% | 19%
34 | S=C(Nc1ccccc1)N1CCn2c(nc3ccccc32)C1 | -12% | 4% | 14% | -14% | -1% | -1% | -8% | -13% | 5%
35 | CN1OC[C@@H]2CN[C@H](c3ccc(-c4ccc(C#N)cc4)cc3)C[C@@H]21 | 3% | -3% | 0% | u | -11% | 1% | x | -1% | -7%
36 | COc1cc(-n2c(-c3ccccc3)n[nH]c2=S)c(OC)cc1Cl | 14% | 4% | 11% | -2% | 20% | 2% | -8% | 14% | 8%
37 | COc1cccc(-n2nnnc2SCC(=O)NCCc2ccc(OC)c(OC)c2)c1 | -4% | -13% | 10% | -2% | -3% | -3% | -8% | -28% | -3%
38 | CC(C)(C)NC(=O)CSc1nnc(C2CC2)n1Cc1ccccc1 | -16% | 2% | -3% | 0% | -1% | -2% | 3% | -15% | -3%
39 | COCC1CCCN(Cc2cn[nH]c2-c2cc3ccccc3o2)C1 (centres undefined) | -12% | -19% | 8% | -6% | -9% | -1% | -10% | -6% | 0%
40 | C/C(=N\NC(=O)C1CCCC1)c1ccc(Cl)cc1Cl | -6% | -1% | 1% | -6% | 1% | -1% | -14% | 6% | 0%
41 | CCOc1ccc2[nH]c(=S)sc2c1 | 0% | 12% | -2% | 14% | 0% | -10% | x | -1% | u
42 | CCN(C(=O)CSc1ncccc1C(=O)Oc1cccc([N+](=O)[O-])c1)c1cccc(C)c1 | 0% | 0% | -16% | -22% | 8% | -6% | 1% | -21% | 1%
43 | NC(=O)c1nc(C2CCCCC2)nc2c1[nH]c(=O)n2-c1ccc(F)cc1 | 10% | 0% | -1% | 13% | 7% | -9% | -5% | 21% | 14%
44 | Cc1ccc(S(=O)(=O)Nc2ccc(S(=O)(=O)Nc3nccs3)cc2)cc1C | -18% | 0% | 8% | 7% | 0% | -8% | -1% | 6% | -2%
45 | COc1ccccc1CNc1nc(Nc2cccc(-c3cnco3)c2)c2sccc2n1 | 15% | x | -10% | u | u | u | x | -11% | x
46 | Cc1ccccc1N(CC(=O)NCC1CCCO1)C(=O)CNS(=O)(=O)c1ccc(F)cc1 (centres undefined) | 11% | 4% | 2% | 1% | 4% | 5% | -1% | 3% | 11%

Pulled by compound from above (3):
no. | SMILES | TDP-43 yeast inh | HT1080NT lethal | GLP1R ag | GLP1R inv ag | KB-3-1 cytotox | GLP1R cytotox | SW480 rereplic | KB-V1 cytotox | HT1080 IDH1KD tx
35 | CN1OC[C@@H]2CN[C@H](c3ccc(-c4ccc(C#N)cc4)cc3)C[C@@H]21 | 3% | -3% | 0% | u | -11% | 1% | x | -1% | -7%
32 | COCCNC(=O)C1(C)CCCN(Cc2cc(C(F)(F)F)ccc2Cl)C1 (centres undefined) | 0% | -1% | 21% | -15% | 0% | 0% | x | 2% | -4%
27 | O=C(Nc1ccc([N+](=O)[O-])cc1NC(=O)c1ccccc1)c1ccccc1 | -5% | 10% | 7% | -2% | 11% | -8% | -8% | u | -5%
